Screens deposited in PubChem by Broad Institute.
DENV2 CPE: inhibitors of DENV2 cytopathic effect; DENV2-infected cells, cytopathic effect rescue, plate reader; 350,000 compounds, 1.7% hits; CPE inhibition, % at 9.99 µM; AID 651640; in the data active means CPE inhibition above about 20%, passing the limit was not always enough; inconclusive means no clear call, values can overlap the other calls; tested in BHK-21 cells;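 further: 0% = median of neutral control wells and 100% = median of positive control wells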
CASP6 VEID inh: blocks human caspase-6 cleavage activity; 350,000 compounds, 0.53% hits; inhibition, % at 12.5 µM; purified caspase-6, Z-VEID-R110 cleavage fluorescence; P55212;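 active means mean inhibition across replicates at least about 35%, with every replicate also reaching that limit, limit read from the data; inconclusive means only one of the two criteria met; inactive means neither criterion met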;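 further: 0% = median of neutral control wells and 100% = no fluorescence left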
Target sequence (P55212 24-179 limits assumed): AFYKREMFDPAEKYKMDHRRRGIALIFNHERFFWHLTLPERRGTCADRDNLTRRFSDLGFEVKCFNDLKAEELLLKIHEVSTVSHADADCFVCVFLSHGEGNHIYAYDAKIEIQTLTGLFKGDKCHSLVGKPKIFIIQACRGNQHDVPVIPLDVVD
Target sequence (P55212 194-293 limits assumed): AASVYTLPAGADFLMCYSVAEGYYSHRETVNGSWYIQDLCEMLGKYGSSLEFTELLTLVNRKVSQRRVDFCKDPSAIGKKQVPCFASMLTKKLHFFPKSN
miR-122 sensor: inhibitors of miR-122 in Huh7 cells; Huh7 miR-122 Renilla luciferase sensor, 48 h; neutral wells = 0, positive control = 100; activation (reporter increase), % at 12.5 µM; 340,000 compounds, 0.3% hits;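 active means mean replicate activation score at least 90 and every replicate individually at or above 90; inconclusive means only one of the two criteria met; inactive means neither criterion met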;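 further: higher luciferase means less miR-122 activity so hits act as miR-122 inhibitors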
ERp5 inh: inhibitors of human ERp5 | Q15084 | ERp5 insulin aggregation, absorbance 650 nm, 90 min | inhibition, % at 9.99 µM | 350,000 compounds, 0.05% hits | AID 651711;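 active means mean replicate inhibition above about 25%, with every replicate also reaching it, limit read from the data, passing the limit was not always enough; inconclusive means only one of those two criteria met; inactive means neither criterion met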
Target sequence (Q15084 whole entry, looked up): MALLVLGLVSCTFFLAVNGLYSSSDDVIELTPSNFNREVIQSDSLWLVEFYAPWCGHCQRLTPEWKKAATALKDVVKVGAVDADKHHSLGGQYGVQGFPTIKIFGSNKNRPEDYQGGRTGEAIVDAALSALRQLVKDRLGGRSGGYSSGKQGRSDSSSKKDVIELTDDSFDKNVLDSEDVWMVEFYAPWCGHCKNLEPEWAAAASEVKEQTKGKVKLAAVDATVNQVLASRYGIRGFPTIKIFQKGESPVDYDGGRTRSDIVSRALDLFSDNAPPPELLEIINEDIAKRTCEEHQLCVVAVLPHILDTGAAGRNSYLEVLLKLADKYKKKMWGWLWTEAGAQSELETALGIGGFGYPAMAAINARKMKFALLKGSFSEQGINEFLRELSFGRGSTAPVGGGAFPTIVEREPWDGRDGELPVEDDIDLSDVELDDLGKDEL
SIRT5 block: inhibitors of human sirtuin-5 desuccinylase | Purified SirT5, succinyl-peptide AMC, trypsin-coupled fluorescence | 330,000 compounds, 1.1% hits | Q9NXA8 | inhibition, % at 15 µM | AID 652115; in the data active means inhibition above about 15%; inconclusive means no clear call, values can overlap the other calls
Target sequence (Q9NXA8 whole entry, looked up): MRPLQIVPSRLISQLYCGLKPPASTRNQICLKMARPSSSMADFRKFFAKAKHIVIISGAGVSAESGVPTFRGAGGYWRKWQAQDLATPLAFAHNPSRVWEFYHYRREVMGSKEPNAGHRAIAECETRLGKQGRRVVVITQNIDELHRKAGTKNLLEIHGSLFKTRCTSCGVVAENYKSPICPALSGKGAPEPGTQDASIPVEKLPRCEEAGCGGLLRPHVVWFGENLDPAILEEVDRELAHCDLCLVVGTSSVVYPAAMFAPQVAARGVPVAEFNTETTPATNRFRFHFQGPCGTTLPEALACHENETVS
ERAP1 inh: blocks human ERAP1 aminopeptidase activity; AID 652197; recombinant ERAP1, Leu-AMC fluorescence, 60 min; 340,000 compounds, 0.15% hits; inhibition, % at 10.7 µM; Q9NZ08;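 active means mean replicate inhibition of at least 30%, or all replicates individually reaching that 30% level; inactive means mean below 30% and not every replicate reaching it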;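 further: 0% = neutral control wells and 100% = L-leucinethiol positive control wells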
F508del corr: CFTR F508del correction in bronchial cells. 350,000 compounds, 0.36% hits. CFBE cells, YFP halide quenching; stimulated with forskolin plus potentiator P3; % fluorescence drop versus neutral controls. AID 720511. activity (quench increase), % at 7.58 µM;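 active means mean added fluorescence quench of at least 8% versus neutral control, with both replicates also reaching 8%; inconclusive means only one of the mean or replicate conditions met; inactive means mean below 8% and not both replicates reaching 8%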;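 further: cells transiently co-express mutant CFTR-F508del with the halide-sensitive YFP; corrector assay measuring rescue of mutant channel to the surface after 24 h compound exposure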
The depositor's hits bear a star; ? = inconclusive; · = no result given; & = joins results of further samples; [ ] = another dose, or the depositor's remark.

nr | canonical_smiles | DENV2 CPE | CASP6 VEID inh | miR-122 sensor | ERp5 inh | SIRT5 block | ERAP1 inh | F508del corr
1 | Cc1cccc(C)c1NC(=O)CN(C)CC(=O)Nc1cc(Cl)ccc1C#N | · | 0 | 2 | 10 | 2 | 14 | ·
2 | O=C(Nc1ccccc1)N[C@@H]1CC[C@@H](CCNS(=O)(=O)c2cccc(F)c2)O[C@H]1CO | -5 | -4 | · | -1 | 2 | -2 | -0.6
3 | COC(=O)C[C@@H]1C[C@H]2c3cc(NS(=O)(=O)c4ccc(F)cc4)ccc3O[C@H]2[C@H](CO)O1 | -5 | 1 | 2[16.7 µM] | -6 | 2 | 3 | -1.1
4 | CC(C)NS(=O)(=O)c1ccc(OCC(=O)Nc2ccc3c(c2)OCO3)cc1 | 9 | 1 | · | 19 | -4 | -4 | 0.1
5 | COc1ccc(CN2C(=O)CC(C(=O)NCCc3ccc(S(N)(=O)=O)cc3)SC2=Nc2ccccc2)cc1 (stereo not given) | 1 | -1 | -5 | 5 | -8 | -3 | 1.6
6 | COc1ccccc1CNC(=O)C[C@@H]1CC[C@H]2[C@H](COc3ccc(NC(C)=O)cc3C(=O)N2C)O1 | -5 | · | 47[16.7 µM] | · | · | · | -1.6
7 | Cc1noc(C)c1S(=O)(=O)Nc1ccc2c(c1)C(=O)N([C@H](C)CO)C[C@H](C)[C@@H](CN(C)C(=O)Nc1ccc(C(F)(F)F)cc1)OCCCC[C@H](C)O2 | 4 | -3 | -7[16.7 µM] | 0 | 11 | 2 | -1.8
8 | COCCCN(C(=O)CSCC(=O)Nc1cccc(C)c1)c1c(N)n(Cc2ccccc2)c(=O)[nH]c1=O | -2 | -1 | 0 | -3 | -3 | 4 | -0.3
9 | COc1ccc(C(=O)NNC(=O)CCCCC(=O)NNC(=O)c2ccc(OC)cc2)cc1 | · | -3 | · | 3 | 1 | -3 | 5.8
10 | CCNC(=O)[C@H]1[C@H](CO)[C@H]2Cn3c(ccc(-c4cncnc4)c3=O)[C@H]2N1Cc1ccc2c(c1)OCO2 | 5 | 2 | · | -5 | -1 | -2 | ·

From no. 1 up to 6, as listed above:
nr | canonical_smiles | DENV2 CPE | CASP6 VEID inh | miR-122 sensor | ERp5 inh | SIRT5 block | ERAP1 inh | F508del corr
1 | Cc1cccc(C)c1NC(=O)CN(C)CC(=O)Nc1cc(Cl)ccc1C#N | · | 0 | 2 | 10 | 2 | 14 | ·
2 | O=C(Nc1ccccc1)N[C@@H]1CC[C@@H](CCNS(=O)(=O)c2cccc(F)c2)O[C@H]1CO | -5 | -4 | · | -1 | 2 | -2 | -0.6
3 | COC(=O)C[C@@H]1C[C@H]2c3cc(NS(=O)(=O)c4ccc(F)cc4)ccc3O[C@H]2[C@H](CO)O1 | -5 | 1 | 2[16.7 µM] | -6 | 2 | 3 | -1.1
4 | CC(C)NS(=O)(=O)c1ccc(OCC(=O)Nc2ccc3c(c2)OCO3)cc1 | 9 | 1 | · | 19 | -4 | -4 | 0.1
5 | COc1ccc(CN2C(=O)CC(C(=O)NCCc3ccc(S(N)(=O)=O)cc3)SC2=Nc2ccccc2)cc1 (stereo not given) | 1 | -1 | -5 | 5 | -8 | -3 | 1.6
6 | COc1ccccc1CNC(=O)C[C@@H]1CC[C@H]2[C@H](COc3ccc(NC(C)=O)cc3C(=O)N2C)O1 | -5 | · | 47[16.7 µM] | · | · | · | -1.6

Following part.
nr | canonical_smiles | DENV2 CPE | CASP6 VEID inh | miR-122 sensor | ERp5 inh | SIRT5 block | ERAP1 inh | F508del corr
11 | Cc1ccccc1-c1nnn(CC(=O)Nc2ccc3c(c2)OCCO3)n1 | -1 | 4 | · | -5 | -3 | -8 | 0.5
12 | CC(C)Cc1nc(Nc2ccccc2C#N)c2nnn(Cc3ccccc3)c2n1 | 5 | 0 | 1 | -3 | 5 | 0 | 0.9
13 | CCN(CC)C(=O)Sc1cccc2cccnc12 | · | -1 | · | 0 | -7 | 10 | 2.3
14 | CN(Cc1ccc(OC(F)F)cc1)C(=O)c1cccc(S(=O)(=O)N2CCN(c3ccccc3)CC2)c1 | -8 | -1 | · | 5 | -2 | 1 | 7.8
15 | COc1ccc(CN2CCNC(=O)C2CC(=O)NCCc2c[nH]c3ccccc23)c(OC)c1 (stereo not given) | -2 | -4 | · | -1 | -4 | 5 | -1.1
16 | COc1cc(/C=N/NC(=S)Nc2cccnc2)cc(OC)c1OC | 0 | 1 | · | 0 | -1 | -5 | 1.5
17 | Cc1c(Cl)cccc1NC(=O)NN1CCN(C)CC1 | -2 | -6 | -5 | 0 | 2 | 2 | -1.1
18 | CCOCCCNC(=O)C1(O)c2cc(Br)ccc2NC(=O)N1c1ccc(CC)cc1 (stereo not given) | 0 | 3 | · | 2 | -2 | -1 | -0.9
19 | Cc1ccc(S(=O)(=O)N2CCN(C(=O)C(F)(F)F)C2c2ccc(N(C)C)cc2)cc1 (stereo not given) | 0 | -1 | · | 7 | -5 | -1 | -1.3
20 | Cc1ccc(NC(=O)CN2C(=O)S/C(=C\c3ccccn3)C2=O)cc1 | · | -1 | · | 2 | -2 | 1 | -0.7

The results go on.
nr | canonical_smiles | DENV2 CPE | CASP6 VEID inh | miR-122 sensor | ERp5 inh | SIRT5 block | ERAP1 inh | F508del corr
21 | O=C1N=C(N2CCCCC2)S/C1=C\c1ccccc1F | 0 | -2 | 19 | 7 | -1 | · | 0.6
22 | C[C@@H]1CN([C@H](C)CO)C(=O)c2cccc(NS(=O)(=O)c3ccc(F)cc3)c2O[C@H]1CN(C)C(=O)Nc1ccc2c(c1)OCO2 | -8 | 1 | -4[16.7 µM] | 8 | 4 | 5 | 1.8
23 | O=S1(=O)CC(N2CCCCC2)C1CN1CCCCC1 (stereo not given) | 6 | -6 | · | 3 | -5 | -1 | 0.4
24 | CCN(CC)C(=O)CN1CCC(c2nc3cc(C)c(C)cc3[nH]2)CC1 | 3 | -4 | 3 | 3 | -1 | 2 | -2.7
25 | COC(=O)C(c1ccccc1)N(Cc1cccc(CN(C(C(=O)OC)c2ccccc2)S(C)(=O)=O)c1)S(C)(=O)=O (stereo not given) | -17 | 0 | -5 | -4 | · | 1 | 0.8
26 | Cc1cc(F)ccc1NC(=O)CCCN(C)S(=O)(=O)c1ccc(F)cc1 | 10 | 2 | -5 | 3 | 1 | 0 | 0.4
27 | CCn1c2ccccc2c2cc(NC(=O)COc3ccccc3)ccc21 | 2 | 2 | · | 5 | 5 | -3 | ·
28 | Cc1noc(C)c1COc1ccc(C(=O)Nc2ccccc2)cc1 | · | -4 | · | 8 | -5 | 1 | 0.9
29 | CN(C)C(=O)COC(=O)c1cccc(S(=O)(=O)Nc2ccc(OCc3ccccc3)cc2)c1 | ? | -1 | 11 | 2 | -6 | -2 | 0.1
30 | COC(=O)c1ccc(OC)c(Cn2c(=O)n(C)c(=O)c3ccccc32)c1 | ? | -1 | · | 4 | 4 | -5 | 0.7

Next part.
nr | canonical_smiles | DENV2 CPE | CASP6 VEID inh | miR-122 sensor | ERp5 inh | SIRT5 block | ERAP1 inh | F508del corr
31 | COc1cccc(NC(=O)CCC2CCN(C(=O)Cc3cccc(F)c3)CC2)c1 | -3 | 2 | · | -2 | -2 | -4 | 0.0
32 | Cc1ccc(/C=N/NC(=O)c2nnn(-c3nonc3N)c2-c2ccc3c(c2)OCO3)s1 | 0 | -2 | · | -3 | -4 | 3 | -0.3
33 | Cc1ccc(Cn2nnc3c(=O)[nH]c(C4CCN(S(=O)(=O)c5ccccc5F)CC4)nc32)cc1 | -9 | 1 | -3 | 2 | -1 | 3 | -1.8
34 | COc1ccc(N2CCN(C(=O)CCc3cc(OC)c(OC)c(OC)c3)CC2)cc1 | 6 | -3 | 0 | 5 | -8 | -7 | 0.8
35 | CCOC(=O)c1sc2ncn(CC(=O)Nc3cc(C)on3)c(=O)c2c1C | -4 | 7 | -2 | -1 | -4 | 3 | -0.2
36 | CN1C(=O)C(CCC(=O)O)NC1=S (stereo not given) | 7 | 1 | · | -2 | 1 | -1 | 4.8
37 | Cc1ccc(NC(=O)N2CCCC(c3ccccc3)C2)cc1 (stereo not given) | 0 | -1 | -3 | 0 | 0 | -1 | 0.3
38 | CO[C@@H]1CN(C)C(=O)c2ccc(NC(=O)c3ccno3)cc2OC[C@@H](C)N(S(C)(=O)=O)C[C@@H]1C | 9 | -1 | · | · | 1 | -5 | -0.1
39 | CC(C)C[C@H](NC(=O)c1[nH]cnc1C(=O)N[C@@H](C)c1ccccc1)C(=O)OC(C)(C)C | -5 | 2 | · | -1 | · | 2 | -1.0
40 | CC(C)N(Cc1nccn1C)C(=O)CC1C(=O)NCCN1Cc1ccccc1C(F)(F)F (stereo not given) | -1 | -6 | -4 | 3 | 14 | -3 | -0.5

Full records, looked up by structure.
Listed for CC(C)N(Cc1nccn1C)C(=O)CC1C(=O)NCCN1Cc1ccccc1C(F)(F)F (stereo not given) = DENV2 CPE: -1; CASP6 VEID inh: -6; miR-122 sensor: -4; ERp5 inh: 3; SIRT5 block: 14; ERAP1 inh: -3; F508del corr: -0.5
Listed for COc1cccc(NC(=O)CCC2CCN(C(=O)Cc3cccc(F)c3)CC2)c1 = DENV2 CPE: -3; CASP6 VEID inh: 2; miR-122 sensor: ·; ERp5 inh: -2; SIRT5 block: -2; ERAP1 inh: -4; F508del corr: 0.0
Listed for CCOC(=O)c1sc2ncn(CC(=O)Nc3cc(C)on3)c(=O)c2c1C = DENV2 CPE: -4; CASP6 VEID inh: 7; miR-122 sensor: -2; ERp5 inh: -1; SIRT5 block: -4; ERAP1 inh: 3; F508del corr: -0.2

Further compounds
nr | canonical_smiles | DENV2 CPE | CASP6 VEID inh | miR-122 sensor | ERp5 inh | SIRT5 block | ERAP1 inh | F508del corr
41 | Cc1noc(C)c1C(=O)N(C)C[C@H]1OCc2ccccc2-c2c(n(C)c3ccccc23)C(=O)N([C@H](C)CO)C[C@@H]1C | -5 | -1 | · | 1 | -11 | 0 | 4.1
42 | COCCCNC(=O)CCc1nnc2ccc(N3CCC(C)CC3)nn12 | 13 | -6 | · | -7 | 0 | -5 | 0.5
43 | O=C(Nc1ccccc1F)N1CCCCN2[C@H](CO)[C@@H](c3ccc(-c4cccnc4)cc3)[C@@H]2C1 | -2 | 2 | 12[16.7 µM] | 0 | -2 | 0 | -0.2
44 | CCCNC(=O)Nc1ccc2c(c1)OC[C@@H](C)N(C(C)=O)C[C@@H](C)[C@H](OC)CN(C)C2=O | 1 | 2 | · | -1 | -3 | -4 | -1.7
45 | CCC(=O)N1[C@H](C(=O)Nc2nccs2)[C@@H](CO)[C@@H]2Cn3c(ccc(/C=C/c4ccccc4)c3=O)[C@@H]21 | 0 | 3 | -5[16.7 µM] | 3 | -69 | -1 | -0.8
46 | COc1cccc(NC(=O)C[C@H]2CC[C@@H]3[C@H](COc4ccc(NC(=O)c5ccccc5F)cc4C(=O)N3C)O2)c1 | -11 | 4 | 25[16.7 µM] | -1 | 0 | -4 | -0.1
47 | CCO[C@@H]1OC(C(N)=O)=C[C@H](c2cn(C(C)=O)c3ccccc23)[C@H]1CCCO | 4&15 | 3&-2 | -3 | 5&0 | 0&-2 | -3&1 | 1.4&0.1
48 | O=C(O)C[C@@H]1C[C@@H]2c3cc(NC(=O)NC4CCCC4)ccc3O[C@@H]2[C@H](CO)O1 | 0 | -3 | -8[16.7 µM] | 7 | -3 | 1 | -1.9
49 | O=C(O)c1ccccc1Cc1nc2cc(Cl)ccc2c(=O)[nH]1 | · | 1 | · | 1 | 2 | 3 | 0.5
